Screening data (PubChem)
LAP4-GFP MLPCN: yeast TOR pathway LAP4-GFP modulation; 320,000 tested, 0.34% active; AID 2023; S. cerevisiae LAP4-GFP multiplex, flow cytometry GFP, 3 h; median GFP as percent of DMSO wells; GFP response vs DMSO, % at 10 µM;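 active means GFP response vs DMSO above a set limit, about the screen mean plus 3 SD, cut at about 150% in these data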
RPL19A-GFP yeast: yeast TOR pathway RPL19A-GFP modulation. AID 2025. percent response vs DMSO, % at 10 µM. 330,000 tested, 0.3% active. S. cerevisiae RPL19A-GFP strain, flow cytometry, 3 h; stronger effect = lower value;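 active means percent response vs DMSO below 50%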;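 further: median channel GFP fluorescence of the barcoded RPL19A-GFP strain; ratio of sample median GFP to plate DMSO average so 100% = DMSO; lower means less RPL19A-GFP as with rapamycin TOR inhibition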
Yeast superoxide: yeast age-related superoxide inhibition as caloric restriction mimetic. S. cerevisiae aged cells, superoxide DHE fluorescence; stronger effect = lower value. superoxide response (% of plate mean), % at 10 µM. 330,000 tested, 0.18% active;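 active means superoxide response under a set limit, about three screen SD below normal, cut at about 65% in these data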;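 further: yeast aged for seven days with compound at 30 °C before DHE staining; 100% = average MFI of all compound-treated wells on the plate with controls excluded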
GRK2 aptamer HTS: inhibitors of human GRK2 displacing RNA aptamer; bead flow cytometry, FAM-aptamer displacement from GRK2; inhibition of aptamer binding, % at 10 µM; 330,000 tested, 0.59% active; AID 488847;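 active means inhibition of aptamer binding above 40%, roughly 3 SD of noise, on plates passing a quality check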;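 further: median bead fluorescence of bound FAM aptamer so fluorescent compounds give negative values; no value below 0 was filed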
AGP1-GFP MLPCN: modulators of TOR pathway AGP1-GFP in S. cerevisiae. 320,000 tested, 0.02% active. S. cerevisiae AGP1-GFP multiplex flow cytometry, 3 h; GFP as percent of DMSO wells. GFP response vs DMSO, % at 10 µM;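 active means GFP response relative to DMSO above a set limit, near screen average plus 3 SD, cut at about 150% in these data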;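 further: median GFP channel fluorescence of the gated AGP1 strain per well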
MEP2-GFP yeast: yeast TOR pathway MEP2-GFP modulation | GFP response vs DMSO, % at 10 µM | AID 2016 | S. cerevisiae MEP2-GFP strain, flow cytometry GFP, 3 h; 100% = DMSO control level | 330,000 tested, 0.51% active;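 active means GFP response versus DMSO above a set limit, roughly screen mean plus 3 SD, cut at about 180% in these data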;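 further: median GFP fluorescence of the barcode-gated MEP2-GFP cells per well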
VLA-4 inh: inhibition in a human VLA-4 binding assay; P13612; VLA-4 expressing cells, ligand binding flow cytometry; inhibition, % (about 7 µM as worked out from the volumes in the protocol); 330,000 tested, 0.2% active; AID 2557; in the data active means inhibition above about 50%
Target sequence (P13612 whole entry, looked up): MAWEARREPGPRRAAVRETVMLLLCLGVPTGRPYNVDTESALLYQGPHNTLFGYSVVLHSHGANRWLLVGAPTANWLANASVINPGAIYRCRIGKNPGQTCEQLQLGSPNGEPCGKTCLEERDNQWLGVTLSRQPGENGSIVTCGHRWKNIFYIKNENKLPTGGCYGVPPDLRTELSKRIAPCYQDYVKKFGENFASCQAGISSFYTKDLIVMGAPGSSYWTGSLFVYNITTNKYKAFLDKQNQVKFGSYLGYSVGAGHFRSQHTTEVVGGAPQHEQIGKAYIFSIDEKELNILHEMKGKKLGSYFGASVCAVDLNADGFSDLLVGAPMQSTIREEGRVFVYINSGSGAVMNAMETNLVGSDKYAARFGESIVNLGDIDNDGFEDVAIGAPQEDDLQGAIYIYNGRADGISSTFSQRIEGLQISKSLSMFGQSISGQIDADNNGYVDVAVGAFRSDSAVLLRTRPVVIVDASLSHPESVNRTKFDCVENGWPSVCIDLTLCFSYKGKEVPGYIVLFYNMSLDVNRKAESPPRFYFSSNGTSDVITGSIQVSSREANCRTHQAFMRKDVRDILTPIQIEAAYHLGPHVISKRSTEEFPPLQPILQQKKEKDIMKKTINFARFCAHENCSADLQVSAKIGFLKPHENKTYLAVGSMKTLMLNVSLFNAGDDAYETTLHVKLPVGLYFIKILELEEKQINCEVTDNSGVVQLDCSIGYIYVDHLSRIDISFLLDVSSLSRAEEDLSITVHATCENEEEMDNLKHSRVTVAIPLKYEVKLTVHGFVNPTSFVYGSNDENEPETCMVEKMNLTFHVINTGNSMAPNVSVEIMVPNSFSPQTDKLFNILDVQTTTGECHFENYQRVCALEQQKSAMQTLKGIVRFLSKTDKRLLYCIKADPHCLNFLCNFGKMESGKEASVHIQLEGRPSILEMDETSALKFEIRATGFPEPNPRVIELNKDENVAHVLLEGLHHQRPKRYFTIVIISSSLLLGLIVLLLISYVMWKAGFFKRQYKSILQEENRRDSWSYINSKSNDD
CIT2 TOR yeast: yeast TOR pathway CIT2-GFP modulation. 320,000 tested, 0.065% active. S. cerevisiae CIT2-GFP strain, flow cytometry, 3 h; 100 means same as DMSO wells. GFP response vs DMSO, % at 10 µM;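 active means GFP response relative to DMSO above a set limit, near the screen mean plus 3 SD, cut at about 150% in these data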;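 further: ratio of well median GFP fluorescence to mean of DMSO wells on the plate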
Starred values were filed as active, the others as inactive; x = not tested or not shown.

SMILES | LAP4-GFP MLPCN | RPL19A-GFP yeast | Yeast superoxide | GRK2 aptamer HTS | AGP1-GFP MLPCN | MEP2-GFP yeast | VLA-4 inh | CIT2 TOR yeast
Cc1ccc(NC(=O)CN(C)S(=O)(=O)c2cccc3cccnc23)cc1C | 101 | 101 | 89 | 2 | 104 | 103 | -19 | 104
Cc1c(Br)c(C(F)(F)F)nn1CC(=O)NCCN1CCOCC1 | 98 | 101 | 101 | 0 | 107 | 107 | 4 | 104
O=C(NCc1ccccc1Cl)C(=O)NCC1OCCCN1S(=O)(=O)c1cccs1 (stereo unspecified) | 70 | 113 | 96 | 2 | 85 | 100 | -3 | 100
Cc1cc(C)c(-c2cc(NC(=O)COC(=O)c3ccc(C#N)cc3)n(-c3ccccc3)n2)cc1C | 102 | 115 | 88 | 4 | 109 | 112 | -3 | 107
NC(=O)COc1c(-c2ccccc2)oc2ccccc2c1=O | 100 | 100 | 86 | 0 | 101 | 105 | 23 | 104
On1c(-c2ccccc2)nc2ncccc21 | 93 | 106 | 110 | 0 | 102 | 105 | 0 | 105
Cc1c(C(=O)NC2CC(=O)N(c3ccc4c(c3)OCCO4)C2)cccc1[N+](=O)[O-] (stereo unspecified) | 102 | 96 | 113 | 1 | 106 | 97 | 19 | 83
O=C(OCCN1C(=O)c2ccccc2C1=O)c1ccc(S(=O)(=O)N2CCCCCC2)cc1 | 109 | 104 | 98 | 0 | 106 | 112 | 27 | 111
O=S(=O)(NCc1ccc2c(c1)OCO2)c1cccc(S(=O)(=O)N2CCOCC2)c1 | 91 | 95 | 97 | 0 | 95 | 92 | 11 | 93
COc1ccc(/C=C/C(=O)NCCC(=O)N2CCCN(C)CC2)cc1 | 99 | 93 | 93 | 5 | 97 | 102 | 17 | 94
Cc1cccc(C2Nc3ccccc3C(=O)N2CCc2ccccc2)n1 (stereo unspecified) | 107 | 103 | 87 | 2 | 108 | 106 | 9 | 104
COc1cccc(NC(=O)c2ccco2)c1 | 102 | 96 | 117 | 2 | 99 | 95 | 2 | 98
CCOC(=O)C(Cc1c[nH]c2ccccc12)NC(=O)c1ccco1 (stereo unspecified) | 102 | 94 | 90 | 3 | 101 | 106 | -3 | 104
COc1ccc(S(=O)(=O)N2CCCCC2)cc1NC(=O)c1ccco1 | 68 | 104 | 86 | 0 | 86 | 97 | 7 | 87
O=C(NCCCCc1ccccc1)c1ccccc1 | 133 | 115 | 89 | 0 | 100 | 106 | 15 | 104
Cc1ccc(NC(=O)C(=O)NCC2CCN(C(=O)c3cccc([N+](=O)[O-])c3)CC2)cc1 | 111 | 99 | 99 | 1 | 98 | 95 | 4 | 95
Cc1cc(NC(=O)CSc2nnc(-c3ccco3)n2C)no1 | 107 | 101 | 121 | 3 | 101 | 94 | -1 | 94
COc1ccc(NC(=O)Nc2cccc3ccccc23)cc1S(N)(=O)=O | 101 | 90 | 92 | 2 | 92 | 101 | 8 | 87
O=C(NC1CCCC1)C1CC(=O)N(CCc2ccccc2)C1 (stereo unspecified) | 110 | 103 | 94 | 0 | 105 | 104 | 17 | 113
C=CCNC(=O)c1onc(CSc2nc3ccccc3[nH]2)c1C(=O)NCC=C | 105 | 92 | 100 | 0 | 78 | 96 | 39 | 68
COc1ccccc1NS(=O)(=O)c1cccc(C(=O)NCC(c2ccc(F)cc2)N2CCOCC2)c1 (stereo unspecified) | 102 | 102 | 100 | 0 | 98 | 106 | -15 | 109
Cc1ccc(C2C3=C(CC(C)(C)CC3=O)OC3=C2C(=O)CC(C)(C)C3)cc1 | 96 | 104 | 106 | 0 | 98 | 103 | 9 | 104
Cc1cc(Br)ccc1NC(=O)CNC(=O)CSc1nccn1C | 95 | 93 | 103 | 0 | 99 | 91 | 4 | 99
O=C(CCC(=O)OCC(=O)c1cccc([N+](=O)[O-])c1)NC1CCCCC1 | 119 | 96 | 112 | 0 | 113 | 99 | 15 | 101
Oc1ccc2ccccc2c1Br | 98 | 102 | 92 | 0 | 89 | 96 | 9 | 92
Cc1cccc(NC(=O)c2cc3c(=O)n4ccccc4nc3s2)c1 | 89 | 102 | 111 | 0 | 87 | 114 | 8 | 84
Cc1ccc(S(=O)(=O)c2nc(-c3ccc(F)cc3)oc2N2CCOCC2)cc1 | 103 | 99 | 90 | 0 | 103 | 99 | -4 | 100
Cc1ccc(C(=O)OCc2cc3ccccc3[nH]c2=O)cc1 | 104 | 97 | 109 | 1 | 94 | 97 | 2 | 88
CCOC(=O)c1nn(-c2ccc(C)cc2)c(=O)cc1OCC(=O)Nc1cccc(OC)c1 | 100 | 96 | 92 | 1 | 106 | 98 | 1 | 99
COc1ccc(N2CCN(C(=O)Cc3ccc(C)cc3)CC2)cc1 | 88 | 106 | 90 | 1 | 98 | 103 | 0 | 100
Cc1ccc(N(CC(=O)N=Nc2c(O)[nH]c3ccccc23)S(C)(=O)=O)c(C)c1 | 98 | 95 | 100 | 0 | 103 | 100 | 1 | 102
Cn1c(=O)[nH]c(=O)c2c1nc(N1CCCC1)n2CCCSc1nnnn1-c1ccccc1 | 99 | 100 | 86 | 2 | 98 | 101 | -12 | 96
CCOc1ccc(CNS(=O)(=O)c2cccs2)cc1OCC | 91 | 104 | 84 | 1 | 100 | 99 | 11 | 102
Cc1cccc(NC(=O)C(=O)NCc2ccc3c(c2)OCO3)c1C | 90 | 96 | 104 | 0 | 100 | 96 | 16 | 96
Cn1c(N2C(=O)CC(Cc3ccccc3)C2=O)nc2ccccc21 (stereo unspecified) | 91 | 89 | 93 | 4 | 89 | 93 | -2 | 91
Cc1nn2c(-c3ccncc3)ccnc2c1Cl | 106 | 104 | 107 | 0 | 110 | 104 | 11 | 99
C[C@H](CO)N1C[C@H](C)[C@@H](CN(C)C(=O)NC2CCCCC2)Oc2c(NC(=O)c3ccncc3)cccc2C1=O | 95 | 94 | 109 | 0 | 98 | 95 | 8 | 96
CCn1cc(C(=O)N[C@@H](C)C(=O)NCCCO)c(=O)c2cc3c(cc21)OCO3 | 98 | 101 | 97 | 1 | 96 | 103 | 18 | 97
COc1ccc(Br)c2c1C(=O)CC2 | x | 86 | 96 | 1 | 92 | 96 | -2 | 91
Cc1ccnc(NC(=O)C2CCN(S(=O)(=O)c3ccc(Cl)c(C(F)(F)F)c3)CC2)c1 | 110 | 101 | 101 | 0 | 108 | 98 | 2 | 105
CC(C)(C)NC(=O)NC(=O)COC(=O)C1=COCCO1 | 98 | 97 | 103 | 0 | 104 | 107 | 10 | 97
CCN(CC)S(=O)(=O)c1ccc(N2CCOCC2)c(NC(=O)C(C)(C)C)c1 | 108 | 102 | 90 | 0 | 109 | 101 | -2 | 110
COC(=O)C1=C(C)N(C)C(=O)NC1c1cc(Cl)c(O)c(OC)c1 (stereo unspecified) | 97 | 101 | 96 | 3 | 102 | 99 | -5 | 102
CCOc1cc2ccccc2cc1C(=O)Nc1ccccn1 | 106 | 101 | 106 | 4 | 100 | 107 | 12 | 98
CC(Sc1ccccc1)C(=O)NN=C1CCCCCCC1 (stereo unspecified) | 98 | 98 | 90 | 2 | 101 | 100 | 5 | 97
COc1ccc(NC(=O)CNCc2ccc(Cl)cc2)cc1S(=O)(=O)N1CCOCC1 | 98 | 101 | 79 | 3 | 102 | 107 | -12 | 117
C=CCNC(=S)N/N=C/c1ccc(-c2cccc([N+](=O)[O-])c2)o1 | 92 | 107 | 89 | 0 | 99 | 107 | -4 | 105
COc1ccc(N2CC(C(=O)Nc3ccc(F)cc3F)CC2=O)cc1 (stereo unspecified) | 100 | 103 | 102 | 3 | 102 | 105 | 14 | 96
O=C1CCCC/C1=C\Nc1ccc(C(=O)O)c(O)c1 | 105 | 100 | 106 | 3 | 105 | 102 | 7 | 100
CC(C)OP(=O)(c1ccc(N(C)C)cc1)C(O)c1ccccc1 (stereo unspecified) | 96 | 107 | 85 | 0 | 112 | 116 | 3 | 111
CCOC(=O)N1CCN(C(=O)c2cc(COc3ccc(F)cc3F)on2)CC1 | 100 | 97 | 109 | 0 | 100 | 101 | -2 | 92
CCc1nn2cc(C(=O)c3ccccc3O)cnc2c1-c1ccc(F)cc1 | 84 | 102 | 100 | 0 | 102 | 101 | -2 | 114
COc1ccc(N2CCN(CCCNC(=O)c3cc4sccc4n3C)CC2)cc1 | 105 | 101 | 116 | 0 | 104 | 114 | 12 | 96
COc1ccc(/C=C/C(=O)c2ccccc2O)cc1 | 119 | 99 | 92 | 0 | 85 | 91 | -7 | 86
O=C(Nc1cccnc1)c1cccc(S(=O)(=O)N2CCCC2)c1 | 93 | 99 | 94 | 1 | 92 | 99 | 6 | 101
CC(=O)c1sc(C(C)(C)C)cc1NC(=O)/C=C/C(=O)O | 121 | 98 | 95 | 2 | 102 | 101 | 24 | 87
CC(=O)c1ccc(N2CCN(C(=S)NCCCN(C)C)CC2)cc1 | 103 | 101 | 94 | 0 | 101 | 101 | 13 | 100
O=[N+]([O-])c1ccc(O)c(Nc2ncnc3ccc(Br)cc23)c1 | 100 | 89 | 104 | 2 | 83 | 107 | -10 | x
Cn1c(=O)c2c(nc(OCc3ccccc3)n2C)n(C)c1=O | 115 | 105 | 109 | 0 | 105 | 105 | -19 | 100
COc1ccc(CN2CCN(c3ncccn3)CC2)c(C)c1C | 135 | 89 | 101 | 0 | 110 | 189* | -1 | 138

(list continues)
SMILES | LAP4-GFP MLPCN | RPL19A-GFP yeast | Yeast superoxide | GRK2 aptamer HTS | AGP1-GFP MLPCN | MEP2-GFP yeast | VLA-4 inh | CIT2 TOR yeast
Cc1[nH]c(=O)[nH]c(=O)c1S(=O)(=O)N1CCC(C(=O)N2CCN(c3cccc(C(F)(F)F)c3)CC2)CC1 | 97 | 95 | 105 | 1 | 96 | 101 | 13 | 97
N#Cc1nc(-c2ccc(Cl)cc2)oc1NCc1cccc2c1OCO2 | 92 | x | 96 | 0 | 95 | 96 | 10 | 102
O=C(O)c1cccnc1SCc1cccc(Br)c1 | 100 | 98 | 87 | 2 | 94 | 92 | 35 | 88
Cc1ccc(Cl)cc1N1C(=O)CC(C)(C)CC1=O | 94 | 102 | 93 | 0 | 99 | 107 | -7 | 104
CC(Oc1ccccc1)C(=O)N1CCCc2ccccc21 (stereo unspecified) | 92 | 96 | 83 | 3 | 98 | 86 | 11 | 90
CC(NC(=S)NCc1ccccc1)C12CC3CC(CC(C3)C1)C2 (stereo unspecified) | 105 | 99 | 94 | 1 | 104 | 92 | 1 | 96
Cc1ccc(S(=O)(=O)CCN2CCC(n3cccc3)CC2)cc1 | 107 | 95 | 104 | 0 | 98 | 94 | 8 | 95
CSc1nc(C)c(CCO)c(=O)[nH]1 | 88 | 86 | 90 | 0 | 90 | 97 | -2 | 93
Cc1ncc([N+](=O)[O-])n1CC(=O)Nc1ccc(Br)cc1 | 98 | 104 | 105 | 2 | 97 | 115 | 3 | 100
Cc1cc(NC(=O)Nc2cc(F)ccc2F)no1 | 103 | 106 | 99 | 0 | 98 | 106 | 14 | 94

Profiles, looked up by structure. Screens in order: LAP4-GFP MLPCN	RPL19A-GFP yeast	Yeast superoxide	GRK2 aptamer HTS	AGP1-GFP MLPCN	MEP2-GFP yeast	VLA-4 inh	CIT2 TOR yeast
Cc1ncc([N+](=O)[O-])n1CC(=O)Nc1ccc(Br)cc1 is listed as 98	104	105	2	97	115	3	100
Cc1cc(NC(=O)Nc2cc(F)ccc2F)no1 is listed as 103	106	99	0	98	106	14	94
CSc1nc(C)c(CCO)c(=O)[nH]1 is listed as 88	86	90	0	90	97	-2	93
Cc1[nH]c(=O)[nH]c(=O)c1S(=O)(=O)N1CCC(C(=O)N2CCN(c3cccc(C(F)(F)F)c3)CC2)CC1 is listed as 97	95	105	1	96	101	13	97
